SRC3 TRFRET art: flags TR-FRET format artefacts in PPARgamma SRC-3 recruitment agonist screen | TR-FRET ratio at 8 µM | 0.39% of 99,000 active | TR-FRET artefact counter-screen, PPARgamma/SRC-3 format; hits give high values; in the data active = TR-FRET ratio above about 2000; note: inactives centre near 1600; reference of the scale not given here
SRC1 TRFRET art: counter-screen for PPARgamma SRC-1 recruitment agonists: TR-FRET artefact | TR-FRET detection artefact counter-screen, emission ratio; hits give high values | AID 1051 | 0.34% of 99,000 active | TR-FRET ratio at 8 µM; in the data active = TR-FRET ratio above about 2300; note: inactives centre near 1800; reference of the scale not given here
* marks the source's active call; other numbers are inactive results.

Results for CC(=O)N1N=C(c2ccc(C)o2)CC1c1cccc(F)c1 (stereo not drawn) ?
SRC3 TRFRET art: 1480; SRC1 TRFRET art: 1711

Results for CN1CCc2c1nc1ccccc1c2N=C1CCCN1Cc1ccccc1 ?
SRC3 TRFRET art: 1622; SRC1 TRFRET art: 1923

Results for CCCCN(CC)CCCNC(=S)Nc1ccc2nc(N3CCN(CC)CC3)cc(C)c2c1 ?
SRC3 TRFRET art: 1592; SRC1 TRFRET art: 1995

Results for Cc1ccc(S(=O)(=O)NCCSc2ccccc2)cc1[N+](=O)[O-] ?
SRC3 TRFRET art: 1585; SRC1 TRFRET art: 1822

Results for COc1ccccc1-c1ccc(SCc2cccc(C)c2)nn1 ?
SRC3 TRFRET art: 1455; SRC1 TRFRET art: 1805

Results for CCOc1cc(N2CCOCC2)c(OCC)cc1NC(C)C(=O)N1CCC(C)CC1 (stereo not drawn) ?
SRC3 TRFRET art: 1756; SRC1 TRFRET art: 2105

Results for COc1ccc(-c2noc(-c3ccc(Cl)cc3[N+](=O)[O-])n2)cc1OC ?
SRC3 TRFRET art: 1530; SRC1 TRFRET art: 1975

Results for Cc1ccc(/C=C(\NC(=O)c2ccccc2)C(=O)NCCc2ccccn2)o1 ?
SRC3 TRFRET art: 1556; SRC1 TRFRET art: 1683

How did Cc1ccccc1N/C(SCc1ccc(Cl)cc1)=C(/C#N)C(N)=O do in these assays?
SRC3 TRFRET art: 1659; SRC1 TRFRET art: 1767

How did CCCCN1C=CC(=C2C(=O)c3ccccc3C2=O)C=C1 do in these assays?
SRC3 TRFRET art: 1356; SRC1 TRFRET art: 1713

Results for CN(C(=O)c1c(Cl)cnn1C)C12CC3CC(CC(C3)C1)C2 ?
SRC3 TRFRET art: 1624; SRC1 TRFRET art: 2034

Results for COc1cc(/C=C2\C(=N)N3N=CSC3=NC2=O)cc(Br)c1OC(=O)c1ccco1 ?
SRC3 TRFRET art: 1457; SRC1 TRFRET art: 1985

How did COc1ccccc1N1CCN(C(=O)C2CCN(S(=O)(=O)c3ccc(C)cc3)CC2)CC1 do in these assays?
SRC3 TRFRET art: 1618; SRC1 TRFRET art: 1765

How did CC1=NN(c2ccc(Cl)cc2)C(=O)C1C(c1cccc(O)c1)c1c(C)[nH]n(-c2ccc(Cl)cc2)c1=O (stereo not drawn) do in these assays?
SRC3 TRFRET art: 1413; SRC1 TRFRET art: 1839

What do the screens show for `Cc1cc2c(cc1C)[n+](C)cn2CC(O)COCC1CC=CCC1` (stereo not drawn)?
SRC3 TRFRET art: 1526; SRC1 TRFRET art: 1844

How did CCc1sc(NC(=O)c2cc3ccccc3oc2=O)nc1-c1cccs1 do in these assays?
SRC3 TRFRET art: 1332; SRC1 TRFRET art: 1822

What do the screens show for `COc1ccccc1/C=C/CN1CCN(Cc2ccc(C)o2)C(CCO)C1` (stereo not drawn)?
SRC3 TRFRET art: 1684; SRC1 TRFRET art: 1621

How did COC(=O)C(NC(=O)c1c(C)nn(C)c1Cl)c1ccccc1 (stereo not drawn) do in these assays?
SRC3 TRFRET art: 1408; SRC1 TRFRET art: 1648

What do the screens show for `COc1ccccc1CCc1nnc(CCC(=O)NCCCOc2cccnc2)o1`?
SRC3 TRFRET art: 1637; SRC1 TRFRET art: 1660

What do the screens show for `CCOC(=O)CNC(=O)c1nn(-c2ccc(OCC)cc2)c(=O)c2ccccc12`?
SRC3 TRFRET art: 1574; SRC1 TRFRET art: 1601

Results for Cc1ccsc1/C=N/n1c(-c2ccccn2)n[nH]c1=S ?
SRC3 TRFRET art: 1678; SRC1 TRFRET art: 1974

What do the screens show for `COc1ccc(OCC2CNC(=O)O2)cc1` (stereo not drawn)?
SRC3 TRFRET art: 1772; SRC1 TRFRET art: 1865

Results for CCC(C(=O)Nc1cc(C(=O)Nc2cc(C)ccn2)ccc1Cl)c1ccccc1 (stereo not drawn) ?
SRC3 TRFRET art: 1473; SRC1 TRFRET art: 1932

How did [O-]/C(=C(\C(=S)Nc1ccc(Cl)cc1)[n+]1ccccc1)c1ccc(OC(F)F)cc1 do in these assays?
SRC3 TRFRET art: 1590; SRC1 TRFRET art: 1648

How did CC1(C)CC(=O)C(C=Nc2ccc(NC3=C(C#N)C(=O)CC(C)(C)C3)cc2)=C(O)C1 do in these assays?
SRC3 TRFRET art: 1628; SRC1 TRFRET art: 2072

What do the screens show for `COc1ccc(NS(=O)(=O)c2cc(C(=O)N3CCN(C(C)=O)CC3)ccc2Cl)cc1`?
SRC3 TRFRET art: 1487; SRC1 TRFRET art: 1848

Results for CCc1c(C)[nH]c(C(=O)OCc2ccccc2)c1C ?
SRC3 TRFRET art: 1608; SRC1 TRFRET art: 1575

Results for O=C(O)c1cccc(S(=O)(=O)N2CCN(C(c3ccccc3)c3ccccc3)CC2)c1 ?
SRC3 TRFRET art: 1464; SRC1 TRFRET art: 1829

How did Cc1ccc(/C=C/C(=O)NC2=NCCS2)cc1 do in these assays?
SRC3 TRFRET art: 1686; SRC1 TRFRET art: 1830

What do the screens show for `COc1ccccc1CN=c1c([N+](=O)[O-])nn(-c2ccc3c(c2)OCCO3)n1O`?
SRC3 TRFRET art: 1646; SRC1 TRFRET art: 1806

How did O=C(NC(Cc1ccccc1)C(=O)O)C1CCCCC1 (stereo not drawn) do in these assays?
SRC3 TRFRET art: 1562; SRC1 TRFRET art: 1860

What do the screens show for `CCc1ccc(CNC(=O)Cn2nc(-c3ccccc3)ccc2=O)cc1`?
SRC3 TRFRET art: 1552; SRC1 TRFRET art: 1890

Results for Cn1c(=O)c(C(=O)COC(=O)c2cc(-c3ccco3)nc3ccccc23)c(N)n(Cc2ccccc2)c1=O ?
SRC3 TRFRET art: 1697; SRC1 TRFRET art: 1859

Results for CC1CCCCC1NC(=O)COC(=O)CNC(=O)c1cccc(F)c1 (stereo not drawn) ?
SRC3 TRFRET art: 1565; SRC1 TRFRET art: 1602

How did O=C(O)CCCn1cc(NC(=O)c2cc(F)c(F)cc2Cl)cn1 do in these assays?
SRC3 TRFRET art: 1416; SRC1 TRFRET art: 1650

How did O=C1CC(c2ccc(Br)cc2)NC(c2ccc(Br)cc2)C1c1ccccc1 (stereo not drawn) do in these assays?
SRC3 TRFRET art: 1459; SRC1 TRFRET art: 1925

What do the screens show for `COc1cccc(NC(=O)c2ccc(NC(=O)C3CC(=O)OC34CCCCC4)cc2)c1` (stereo not drawn)?
SRC3 TRFRET art: 1290; SRC1 TRFRET art: 1959

What do the screens show for `CN(C)CC(O)CN1C(=O)N(CN2C(=O)N(CC(O)CN(C)C)C(=O)C2(C)C)C(C)(C)C1=O` (stereo not drawn)?
SRC3 TRFRET art: 1459; SRC1 TRFRET art: 1663

What do the screens show for `COc1cc(SC)ccc1C(=O)OCC(=O)NC1CCCC1`?
SRC3 TRFRET art: 1598; SRC1 TRFRET art: 1705

What do the screens show for `CCc1nnc(NC(=O)CN2CCN(C(=O)c3ccccc3)CC2)s1`?
SRC3 TRFRET art: 1539; SRC1 TRFRET art: 1739

Results for CCOc1ccc(CN(C)CC(=O)Nc2ccc([N+](=O)[O-])cc2Cl)cc1 ?
SRC3 TRFRET art: 1575; SRC1 TRFRET art: 1917

What do the screens show for `Cc1c(C(=O)N(C)C)c2cc(Cl)ccc2n1O`?
SRC3 TRFRET art: 1671; SRC1 TRFRET art: 1958

What do the screens show for `O=C(NCCc1nc2ccccc2[nH]1)/C(=C/c1ccc2c(c1)OCO2)NC(=O)c1ccc(Cl)cc1Cl`?
SRC3 TRFRET art: 1413; SRC1 TRFRET art: 1699

What do the screens show for `COc1cc(/C=N/Nc2nc3ccccc3[nH]2)cc(OC)c1O`?
SRC3 TRFRET art: 1822; SRC1 TRFRET art: 2303

Results for CN(Cc1ccccc1)C(=O)c1ccc2c(c1)OCO2 ?
SRC3 TRFRET art: 1573; SRC1 TRFRET art: 1873

How did CCC(=O)Nc1ccc2c(c1)ncn2-c1ccccc1C do in these assays?
SRC3 TRFRET art: 1657; SRC1 TRFRET art: 1860

What do the screens show for `COc1ccc(Cl)cc1-c1csc(N)n1`?
SRC3 TRFRET art: 1816; SRC1 TRFRET art: 1869

What do the screens show for `CCOc1ccccc1CN1CCN(C2CCOCC2)CC1CCO` (stereo not drawn)?
SRC3 TRFRET art: 1725; SRC1 TRFRET art: 1894

What do the screens show for `CCN(CC)C(=O)CSc1nc(-c2ccccc2)cc(=O)[nH]1`?
SRC3 TRFRET art: 1494; SRC1 TRFRET art: 2003

What do the screens show for `O=C(O)CCC(NC(=O)c1ccc(Cl)cc1)C(=O)O` (stereo not drawn)?
SRC3 TRFRET art: 1508; SRC1 TRFRET art: 1888

What do the screens show for `CCOc1ccc(NC(=O)Nc2nnc(CC(=O)NCc3ccccc3)s2)cc1`?
SRC3 TRFRET art: 1535; SRC1 TRFRET art: 1837

How did COC(=O)c1ccc(C(=O)OC)c(NC(=O)CN2CCC(C)CC2)c1 do in these assays?
SRC3 TRFRET art: 1497; SRC1 TRFRET art: 1838

How did CSc1ccc(/C=N/NC(=O)COc2ccc(Br)cc2Cl)cc1 do in these assays?
SRC3 TRFRET art: 1804; SRC1 TRFRET art: 2030

How did O=C(O)/C=C/C(=O)N(Cc1ccccc1)Cc1ccco1 do in these assays?
SRC3 TRFRET art: 1564; SRC1 TRFRET art: 1712

How did Cc1ccc(C(=O)NCC(=O)OCC(=O)c2ccc3c(c2)NC(=O)CO3)cc1 do in these assays?
SRC3 TRFRET art: 1452; SRC1 TRFRET art: 1923

What do the screens show for `CC(NC1CCCCC1)C(=O)NN=C(c1ccccc1)c1ccccc1` (stereo not drawn)?
SRC3 TRFRET art: 1585; SRC1 TRFRET art: 1750

What do the screens show for `CCN(CC)S(=O)(=O)c1cccc(NC(=O)COC(=O)c2n[nH]c(=O)c3ccccc23)c1`?
SRC3 TRFRET art: 1541; SRC1 TRFRET art: 1936

How did COc1ccccc1NC(C)C(=O)Nc1ccc(C(C)=O)cc1 (stereo not drawn) do in these assays?
SRC3 TRFRET art: 1757; SRC1 TRFRET art: 1744

What do the screens show for `CNc1oc(/C=C/c2ccccc2)nc1C#N`?
SRC3 TRFRET art: 1647; SRC1 TRFRET art: 1862

What do the screens show for `COCCCn1c(C)nnc1SCc1ccc(C(C)(C)C)cc1`?
SRC3 TRFRET art: 1559; SRC1 TRFRET art: 1805

How did Cc1nn2c(nc(N3CCCCC3)c3ccccc32)c1C=O do in these assays?
SRC3 TRFRET art: 1766; SRC1 TRFRET art: 2000

Results for COc1ccc2cc(C(=O)C3CCCN(C(=O)c4snnc4C)C3)ccc2c1 (stereo not drawn) ?
SRC3 TRFRET art: 1772; SRC1 TRFRET art: 1924

Results for CCOC(=O)CN1C(=O)S/C(=C/c2ccc3c(c2)n(C)c(=O)n3C)C1=O ?
SRC3 TRFRET art: 1795; SRC1 TRFRET art: 2041

Results for O=C(CCN1C(=O)c2ccncc2C1=O)Nc1ccc2c(c1)OCCO2 ?
SRC3 TRFRET art: 1533; SRC1 TRFRET art: 1848

Results for Cc1ccnc2nc(C(=O)OCCOc3ccc(F)cc3)nn12 ?
SRC3 TRFRET art: 1794; SRC1 TRFRET art: 1451

Results for CCCn1c(=O)c(-c2nc3ccccc3[nH]2)c(O)c2ccccc21 ?
SRC3 TRFRET art: 1571; SRC1 TRFRET art: 1950

How did C#CCOCCOCCOCCNc1nc(N2CCN(C(=O)[C@H](Cc3cc4ccccc4[nH]3)n3cc([C@@H](N)CC(C)C)nn3)CC2)nc(N2CCN(C(=O)[C@H](Cc3cc4ccccc4[nH]3)n3cc([C@@H](N)CC(C)C)nn3)CC2)n1 do in these assays?
SRC3 TRFRET art: 1487; SRC1 TRFRET art: 1714

How did CN(C[C@H](Cc1ccccc1)N(C[C@@H](Cc1cccc2ccccc12)N(CCc1ccccc1)N=O)N=O)N=O do in these assays?
SRC3 TRFRET art: 1603; SRC1 TRFRET art: 1842

Results for CCSc1nc2[nH]ncc2c(=O)[nH]1 ?
SRC3 TRFRET art: 1804; SRC1 TRFRET art: 1717

Results for COc1ccc([N+](=O)[O-])cc1NC(C)C ?
SRC3 TRFRET art: 1473; SRC1 TRFRET art: 1575

Screening results deposited in PubChem by The Scripps Research Institute Molecular Screening Center.

Only part of the results is shown, so the mix of outcomes need not match the whole.
